Source: PubChem BioAssay
Pol beta inh: qHTS Assay for Inhibitors of DNA Polymerase Beta. Pol beta primer extension/strand displacement, fluorescence kinetic. 340,000 compounds, 1.3% hits. AID 485314, 2010. Potency, µM (series often up to 114 µM), inactives show at the highest dose activity change, negative = inhibition, most hits filed as inhibitors; also: % is scaled to controls: 0 for no effect and ±100 for the full control effect
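Values derive from four-parameter Hill fits of normalized kinetic data: reads at 0 and 10 min following addition of 50 nM substrate to 10 nM Pol beta preincubated 15 min with compound.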
Pol eta inh: qHTS for Inhibitors of Polymerase Eta. DNA polymerase eta (Homo sapiens), Q9Y253. recombinant Pol eta, fluorescent DNA replication assay. Potency, µM (doses to about 114 µM), for the others: top-dose activity change, negative = inhibition, actives largely listed as inhibitors. 390,000 compounds, 1.2% hits; also: % is scaled to controls: 0 for no effect and ±100 for the full control effect
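Fluorescent replication assay: 50 nM final substrate added after a 15 min room-temperature compound preincubation with 10 nM enzyme. Signal taken at 0 min and again at 10 min.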
Anesthetic bind: qHTS Assay for Identification of Novel General Anesthetics. apoferritin/1-aminoanthracene competitive binding, fluorescence. Potency, µM (top dose mostly 77.5 µM), inactives show at the highest dose activity change, negative = displacement, usual class: inhibitors. 350,000 compounds, 0.074% hits. AID 485281, 2010; also: % is scaled to controls: 0 for no effect and ±100 for the full control effect; nearly all actives have a fitted effect of over 20% in size
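In PBS, apoferritin at 10 uM is loaded with 1-AMA from a 50% saturated solution. After 10 min of compound exposure at ambient temperature, reduced 535 nm fluorescence indicates probe displacement.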
BAZ2B block: qHTS Assay for Inhibitors of BAZ2B | AID 504333, 2011 | AlphaScreen BAZ2B-H3K14Ac peptide displacement | 360,000 compounds, 4.4% hits | Bromodomain adjacent to zinc finger domain protein 2B (Homo sapiens), Q9UIF8 | Potency, µM (doses to about 114 µM), without a hit: top-dose activity change, negative = inhibition, actives largely listed as inhibitors; also: % is scaled to controls: 0 for no effect and ±100 for the full control effect; nearly all actives have a fitted effect of over 60% in size
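Complex of BAZ2B and biotin-H3K14Ac (50 nM apiece) forms over 30 min at RT, then faces library compounds up to 110 uM for another 30 min; AlphaScreen beads added, 20 min dark incubation, luminescence read.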
POLI inh: qHTS for Inhibitors of Polymerase Iota; 390,000 compounds, 1% hits; Potency, µM (doses to about 115 µM), for the others: top-dose activity, negative = inhibition, hits mostly inhibitors; Pol iota fluorescent replication assay, 10 min; DNA polymerase iota (Homo sapiens), Q9UNA4; AID 588590, 2011
Target sequence (Q9UNA4 whole entry, looked up): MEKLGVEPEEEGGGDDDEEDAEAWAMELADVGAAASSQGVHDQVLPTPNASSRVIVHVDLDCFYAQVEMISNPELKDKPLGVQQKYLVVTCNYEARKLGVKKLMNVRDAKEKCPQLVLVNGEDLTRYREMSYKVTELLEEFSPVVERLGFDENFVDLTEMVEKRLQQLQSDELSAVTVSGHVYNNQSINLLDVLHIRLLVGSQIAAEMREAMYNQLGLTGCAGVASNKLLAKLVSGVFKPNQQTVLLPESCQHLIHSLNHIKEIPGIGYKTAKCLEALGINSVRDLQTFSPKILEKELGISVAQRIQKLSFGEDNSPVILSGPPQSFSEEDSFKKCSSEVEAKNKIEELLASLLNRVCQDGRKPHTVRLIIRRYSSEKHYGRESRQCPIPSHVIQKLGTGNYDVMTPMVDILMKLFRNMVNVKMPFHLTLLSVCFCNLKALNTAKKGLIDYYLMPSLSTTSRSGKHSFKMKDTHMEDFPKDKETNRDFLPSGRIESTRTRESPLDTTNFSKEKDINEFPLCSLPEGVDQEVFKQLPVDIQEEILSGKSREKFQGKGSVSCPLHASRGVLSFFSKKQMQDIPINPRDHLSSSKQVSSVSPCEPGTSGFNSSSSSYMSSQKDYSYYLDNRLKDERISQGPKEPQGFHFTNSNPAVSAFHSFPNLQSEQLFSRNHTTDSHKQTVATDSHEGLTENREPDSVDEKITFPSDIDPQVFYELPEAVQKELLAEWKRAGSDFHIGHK
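Pol iota at 10 nM preincubated 15 min with compounds at room temperature; reaction started with fluorescent substrate, 50 nM final. Fluorescence read kinetically at 0 and 10 min; buffer-only wells as negative control.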
APEX1 inh: qHTS Assay for Inhibitors of the Human Apurinic/apyrimidinic Endonuclease 1 (APE1); recombinant APE1, TAMRA/BHQ-2 abasic DNA cleavage fluorescence; 350,000 compounds, 0.35% hits; Potency, µM (titrated, usually from 65.8 µM), inactives show top-dose activity change, negative = inhibition, most hits filed as inhibitors; AID 2517, 2012; DNA repair nuclease/redox regulator APEX1 (Homo sapiens), P27695;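 also: plate controls were vehicle for no effect and reference inhibitor for full effect; nearly all actives have a fitted effect of over 55% in size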
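0.75 nM APE1 + cpd, 15 min RT; start w/ 50 nM TAMRA/BHQ-2 THF-abasic dsDNA; kinetic fluor 525/598 nm ×3 reads @60 s; Δ(read3−read1); normalized to DMSO and NSC13755 control wells.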
POLK inh: qHTS for Inhibitors of Polymerase Kappa. purified Pol kappa, fluorescent DNA synthesis assay, 10 min. DNA polymerase kappa (Homo sapiens), Q9UBT6. 400,000 compounds, 0.53% hits. Potency, µM (titrated, usually from 107 µM), for the others: top-dose activity, negative = inhibition, actives largely listed as inhibitors. AID 588579, 2011; also: % is scaled to controls: 0 for no effect and ±100 for the full control effect
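Inhibition of 10 nM Pol kappa is measured by a fluorescent read-out at 0 and 10 min following addition of 50 nM substrate (final), with a 15-min room-temperature compound preincubation.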
G9a inh: qHTS Assay for Inhibitors of Histone Lysine Methyltransferase G9a; G9a H3K9 monomethylation, AlphaScreen, 2 h; 350,000 compounds, 8.8% hits; Histone-lysine N-methyltransferase EHMT2 (Homo sapiens), Q96KQ7; Potency, µM (top dose mostly 102 µM), without a hit: top-dose activity, negative = inhibition, usual class: inhibitors; also: % is scaled to controls: 0 for no effect and ±100 for the full control effect; nearly all actives have a fitted effect of over 75% in size
Target sequence (Q96KQ7 913-1193 limits assumed): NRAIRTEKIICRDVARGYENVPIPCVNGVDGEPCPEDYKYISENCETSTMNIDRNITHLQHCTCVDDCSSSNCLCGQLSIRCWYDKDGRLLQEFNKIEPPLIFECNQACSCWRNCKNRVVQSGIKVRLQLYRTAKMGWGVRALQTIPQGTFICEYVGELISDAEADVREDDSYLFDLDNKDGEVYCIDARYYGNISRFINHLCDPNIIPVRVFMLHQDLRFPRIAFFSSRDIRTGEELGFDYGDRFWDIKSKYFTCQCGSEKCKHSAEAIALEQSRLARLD
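Methyltransferase reactions run at room temperature for 2 h (20 nM enzyme, 500 nM biotin-H3K9 peptide, 20 uM SAM) after a 15 min compound preincubation; product detected by AlphaScreen beads and anti-H3K9me1 antibody.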
BLM helicase inh: qHTS Assay for Inhibitors of Bloom's syndrome helicase (BLM); RecQ-like DNA helicase BLM (Homo sapiens), P54132; recombinant BLM DNA unwinding, fluorescence dequenching; Potency, µM (series often up to 56.1 µM), inactives show top-dose activity change, negative = inhibition, usual class: inhibitors; 350,000 compounds, 0.2% hits; AID 2528, 2010;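 also: plate controls were vehicle for no effect and no enzyme for full effect; nearly all actives have a fitted effect of over 35% in size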
* = called active by the depositor; u = inconclusive; x = not tested or not shown; & = joins results of further samples; [ ] = remark or other dose. Calls follow the shape of the dose curve; as a rule, active = well fitted curve in the direction sought with a large enough effect; inconclusive = small, poorly fitted or top-dose-only effect, or another doubt; inactive = no such curve, though single readings can be large; an effect the other way counts as inactive or inconclusive. Potency is read from the fitted curve at half-maximal effect.

canonical_smiles | Pol beta inh | Pol eta inh | Anesthetic bind | BAZ2B block | POLI inh | APEX1 inh | POLK inh | G9a inh | BLM helicase inh
O=[N+]([O-])c1ccc(N/N=C/c2cn(-c3ccccc3)nc2-c2ccccc2)cc1 | -50% | 4% | -8% | -32% | 7% | 3% | -13% | -22% | 0%
CC(C)CCNC(=O)[C@H](Cc1ccccc1)N1Cc2ccccc2C1=O | 7% | -10% | -10% | -8% | -23% | -6% | -3%[60.1 µM] | -8% | -7%
COc1ccc(S(=O)(=O)N(CC(=O)NCCSc2ccc(C)cc2)c2ccc(C)cc2)cc1 | u | -15% | 252%[activator] | -1% | 4% | x | 6% | -27%[59 µM] | -10%
O=C(Nc1nccs1)C1CC=CCC1C(=O)OCC(F)(F)C(F)F (stereo not drawn) | x | -9% | x | 16% | 11% | 5% | -4% | -124%[12.7 µM] | x
COc1cc(CNCCN2CCOCC2)ccc1OCc1c(Cl)cccc1Cl | 26% | x | u | -10% | x | 6% | x | u | 4%
Cc1cc(=O)oc2cc(NC(=O)C(CCCCN)NC(=O)C(CC3CCCCC3)NC(=O)OCC3c4ccccc4-c4ccccc43)ccc12 (stereo not drawn) | x | x | -12% | x | x | 1% | 9%[60.1 µM] | x | 39%[activator]
O=C(Nc1ccc2c(c1)OCO2)c1ccc2c(c1)OCO2 | -8% | -9% | 3% | -24% | -3% | 0% | -3% | u | -7%
COc1ccccc1NC(=O)CSc1nc(-c2ccc(C)cc2)nc2c1Cc1c(CO)cnc(C)c1O2 | 34% | 8% | -8% | -20% | 2% | x | 4% | 6%[59 µM] | 0%
O=S(=O)(c1ccccc1)N(Cc1cccc(F)c1)c1ccccc1 | 81% | -19% | 8% | 30% | 27% | 0% | -2% | 114%[activator][59 µM] | -12%
COc1ccc(C(=O)N2CCCC(Nc3ccc(C(C)C)cc3)C2)c(OC)n1 (stereo not drawn) | 1% | -14% | u | u | -20% | 5% | -8% | u | -4%
Cc1noc(C)c1COC(=O)Cc1ccc(Cl)c(Cl)c1 | -15% | -18% | u | 41%[activator] | 25% | 3% | -7% | 31%[59 µM] | -7%
Cc1ccc(N2CCN(S(=O)(=O)c3cccc4ccccc34)CC2)cc1Cl | 1% | -8% | 65%[activator] | -15% | 19% | x | 4% | 39%[59 µM] | -6%
COc1ccc2cc(/C=N/NC(=O)c3ccc(CN(c4cccc(Cl)c4Cl)S(C)(=O)=O)cc3)c(Cl)nc2c1 | 2% | 4% | -6% | -28% | 8% | 12% | 9% | -14% | -8%
CCc1nc2ccccc2n1CC(=O)Nc1cc(C)on1 | 3% | -6% | -3% | -4% | -23% | -10% | -12% | 13% | -5%
CC(C)c1nc2cc(Cl)ccc2n(Cc2ccccc2)c1=O | 69% | -17% | -6% | 54%[activator] | 30%[activator] | 4% | u | 111%[activator] | -7%
N#CC(C#N)=C1C=CC=CN1/C(=C\c1ccccc1Cl)C(=O)c1ccccc1 | 0% | -6% | 0% | u | -3% | 1% | -11% | 14µM* | -16%
Cc1ccc(CCNC(=O)c2ccc(NC3=NC4CS(=O)(=O)CC4S3)cc2)cc1 (stereo not drawn) | 0% | 3% | 1% | -13% | 17% | 13% | 6% | 70%[activator] | 0%
O=C(CNC(=O)c1cccc(F)c1)N/N=C/c1ccc([N+](=O)[O-])s1 | 1% | -9% | u | -27% | -12% | 4% | -8% | 4%[59 µM] | 0%
COc1ccc(C(=O)N/N=C(\Cc2ncc[nH]2)c2ccccc2)cc1 | -2% | -16% | -9% | u | 199%[activator] | -8% | -10% | 2% | -3%
C=CCNS(=O)(=O)c1ccc(OC)c(C)c1 | -3% | -2% | -8% | 8% | 21% | -3% | 4% | -4%[59 µM] | 0%
CC(=O)Nc1cccc(C(=O)OCc2csc(CC(=O)Nc3ccccc3C)n2)c1 | x | -13% | x | 12% | 0% | 5% | -14% | 15%[12.7 µM] | x
OCC1OC(n2cnc3ccccc32)CC1O (stereo not drawn) | u | 3% | 5% | -12% | -10% | 6% | -4% | 41%[12.7 µM] | -1%
COc1cc(Cl)c(C)cc1Nc1ncccn1 | 0% | -20% | -11% | 9% | 120%[activator] | 3% | -3% | 22% | -4%
C/C(=N\O)c1ccc2[nH]ccc2c1 | 27% | 3% | -15% | 0% | 2% | 3% | -15% | -7% | -2%
CCN(C(=O)CCc1nc(-c2ccc(C)cc2)no1)c1cc(C)ccc1C | -1% | -12% | 6% | 74%[activator] | 14% | x | -12% | 21%[59 µM] | -11%
Cc1c(C(N)=O)sc2ncn(CC(=O)N(C)C3CCCCC3)c(=O)c12 | 1% | -1% | -8% | -17% | 24% | 4% | -3% | 11% | -3%
O=C(CC(c1ccccc1)c1ccco1)N1CCCCC1 (stereo not drawn) | 2% | x | -13% | -15% | x | 1% | x | 3% | -1%
COc1ccc(S(=O)(=O)N2CCC(c3nc4ccccc4[nH]3)CC2)cc1 | 22% | -5% | 5% | 21% | 26% | -8% | -2% | -11% | -3%
O=S(=O)(c1ccc(F)cc1)N1CCCc2ccccc21 | 3% | x | -12% | 36% | x | 16% | x | 4%[0.501 µM] | -5%
COCCCNC(=O)c1ccc(Cn2c(SCc3ccc(F)cc3)nc3cccnc32)cc1 | 26% | -2% | -13% | -1% | 49%[activator] | x | 0% | 1%[59 µM] | 2%

Looked up one by one from the entries so far, 2 records:
canonical_smiles | Pol beta inh | Pol eta inh | Anesthetic bind | BAZ2B block | POLI inh | APEX1 inh | POLK inh | G9a inh | BLM helicase inh
COc1ccccc1NC(=O)CSc1nc(-c2ccc(C)cc2)nc2c1Cc1c(CO)cnc(C)c1O2 | 34% | 8% | -8% | -20% | 2% | x | 4% | 6%[59 µM] | 0%
O=C(Nc1nccs1)C1CC=CCC1C(=O)OCC(F)(F)C(F)F (stereo not drawn) | x | -9% | x | 16% | 11% | 5% | -4% | -124%[12.7 µM] | x

(listing goes on)
canonical_smiles | Pol beta inh | Pol eta inh | Anesthetic bind | BAZ2B block | POLI inh | APEX1 inh | POLK inh | G9a inh | BLM helicase inh
O=C1OCC2=C1C(c1ccccc1)CC(=O)N2c1ccc(F)cc1 (stereo not drawn) | 48% | -20% | -7% | -8% | 23% | 4% | -2% | 8% | -6%
Cc1cc(NCCN(C)C)n2nc(-c3cccs3)cc2n1 | u | -10% | -4% | 6% | 13% | 0% | 6% | -3%[12.7 µM] | 28%
CCn1c(CSCc2ccc(C)cc2)n[nH]c1=S | 49% | -11% | -22% | u | 5% | 3% | -8% | x | -9%
OC[C@H]1O[C@@H](n2cnc3c(NC4CCCC4)ncnc32)[C@H](O)[C@@H]1O | 16% | -19% | -2%&0% | -25% | 25% | u | -3%[60.1 µM] | -17%&16%[59 µM] | -6%
O=S(=O)(c1ccc(N2CCC(c3ccc(Cl)cc3)=N2)cc1)N(CCO)CCO | 2% | -4% | x | 37%[activator] | u | 10% | -1% | u | -8%
O=C(O)c1cccc(Sc2cc(Cl)ccc2C(=O)O)c1 | x | 4% | x | 56µM* | u | -2% | -11% | -4%[0.501 µM] | x
O=C1CSC(c2cccc([N+](=O)[O-])c2)N1CCN1CCCCC1 (stereo not drawn) | -2% | -19% | -9% | -23% | 10% | -4% | -6% | 9% | 2%
COc1ccc(OC)c(Nc2nc(N)c([N+](=O)[O-])c(N3CCOCC3)n2)c1 | 21% | -11% | -2% | -31% | -11% | -3% | -8% | u | -2%
Cc1ccc(S(=O)(=O)O)c(C)c1N1CCCC1=O | 34% | -17% | -4% | 7% | 2% | -3% | 4% | -10%[59 µM] | 1%
Cc1cc(NC(=O)COC(=O)C2CCC2)no1 | -2% | -5% | -2% | -38% | 16% | 3% | -5% | -2% | 0%
CCc1ccccc1N1CSC2=C(C#N)C(c3ccccc3F)CC(=O)N2C1 (stereo not drawn) | -27% | -8% | u | 56µM* | -8% | -12% | -6% | 0.79µM* | -8%
Cc1cc(Oc2ccc(Cl)cc2)nc(-c2ccccn2)n1 | -25% | -1% | -5% | -2% | 40%[activator] | -2% | 3% | 18µM* | -5%
O=C(CSc1n[nH]c(-c2ccncc2)n1)Nc1ccc(Cl)c(Cl)c1 | 17% | -3% | -6% | -16% | -17% | -11% | -9% | 2% | 2%
O=C(NCC1CCCO1)c1ccc(NC(=O)c2ccc([N+](=O)[O-])cc2)cc1 (stereo not drawn) | 4% | -22% | -8% | -8% | -3% | -10% | -4% | x | -11%
CC(=O)c1c(C)[nH]c(C(=O)CN2CCN(S(=O)(=O)c3ccccc3[N+](=O)[O-])CC2)c1C | x | -14% | x | -13% | u | -1% | 4% | u | x
Cc1ccc(Cn2c(SCc3cccnc3)nc3c2c(=O)n(C)c(=O)n3C)cc1 | -2% | -6% | -11% | -8% | 13% | 0% | -1% | -3%[59 µM] | 0%
Cc1ccc(NC(=O)c2cc3c(=O)oc4ccccc4c3s2)nc1 | 21% | -12% | 3% | -5% | 8% | -5% | -14% | -4% | -8%
O=C(CSc1nc2ccc([N+](=O)[O-])cc2[nH]1)c1ccc(Cl)cc1 | 12% | -9% | -13% | 3% | 11% | 1% | -8% | 5µM* | -3%
Cc1ccc(CNC(=O)CCCn2c(=O)c3ccccc3n(Cc3ccccc3Cl)c2=O)cc1 | 16% | -4% | 2% | -2% | -20% | x | -25% | -37%[59 µM] | 0%
N#C/C(=C\c1ccncc1)C(=O)Nc1ccc(C(=O)O)cc1 | 13% | 0% | 6% | -3% | u | 5% | -13% | -4%[2.33 µM] | -1%
CCN(C(=O)CN1C(=O)S/C(=C\C=C\c2ccccc2)C1=O)C1CCS(=O)(=O)C1 (stereo not drawn) | 34%[activator] | -10% | -10% | 0% | 11% | -2% | 20% | x | -6%
CCCCNC(=S)NC(C)(C)CO | 1% | 1% | -1% | -3% | 13% | 0% | 0% | 11µM* | 1%

The list is partial; the hit share may differ from the screen's.
